KLK7 zymogen act – proKLK7 zymogen activators, primary screen, biochemical, fluorescence intensity | Kallikrein-7 (Homo sapiens), P49862 | purified proKLK7, EDANS-DABCYL substrate fluorescence; 100% is mature enzyme control, 0% vehicle | activation, % at 7 µM | 0.9% of 370,000 active | AID 652039, 2013;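 active = activation above the mean of all tested compounds plus 3 SD, computed per campaign excluding outliers beyond control limits, cut at about 13% in these data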
ADAM10 inh – human ADAM10 inhibitors, primary screen, biochemical, QFRET, HTS; Disintegrin and metalloproteinase domain-containing protein 10 (Homo sapiens), O14672; recombinant ADAM10, EDANS/DABCYL FRET peptide cleavage, 3 h; inhibition, % at 7 µM; 0.62% of 370,000 active; AID 720582, 2013;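 active = inhibition above a per-campaign cutoff equal to the mean of compounds falling between control-based bounds plus 3 SD, cut at about 20% in these data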;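 note: 0% = DMSO wells while the 100% control is not disclosed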
DDE Tn6 FP inh – inhibitors of Tn6 peptide binding to fibrin DD(E), primary screen, biochemical, fluorescence polarization, human fibrin, Tn6 probe | Fibrinogen beta chain (Homo sapiens), P02675 | Fibrin DD(E) TRITC-Tn6 fluorescence polarization displacement | inhibition, % at 8.3 µM | 0.21% of 370,000 active;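 active = inhibition above a per-campaign cutoff: mean of compounds within control limits plus 3 SD, cut at about 15% in these data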;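 note: 0% = median of all compound wells on the plate and 100% = blocking peptide control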
NPR2 activator – human GC-B receptor activators, primary screen, HEK293 GC-B cells, cGMP TR-FRET, EC30 CNP; 0% at EC30 CNP, 100% saturating CNP; Atrial natriuretic peptide receptor 2 (Homo sapiens), P20594; AID 1920062, 2024; activation, % at 10 µM; 0.11% of 370,000 active;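 active = activation at 10 µM reaching about 35% in either raw or pattern-adjusted values, limit read from the data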
ARFGAP1 inh – inhibitors of rat ARFGAP1 GAP activity, primary screen, biochemical, fluorescence polarization, GDP tracer; Arfgap1-stimulated ARF1 GTP hydrolysis, GDP FP detection; AID 651572, 2012; inhibition, % at 16.5 µM; 0.26% of 360,000 active;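 active = inhibition above a per-plate limit, mean inhibition of low control wells plus 3 SD, cut at about 25% in these data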;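 note: 0% = DMSO wells with enzyme and 100% = wells lacking Arfgap1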
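Material: rat Arfgap1 GAP domain (His6, aa 1-136), purified enzyme. Also added: human ARF1(Δ1-17)-GTP substrate. Compound dosing: 16.5 µM single point, 1.26% DMSO. Timing: enzyme reaction 120 min at 25 °C after 20 min preincubation. Signal: GDP detection by fluorescence polarization. Read-out basis: percent inhibition of GAP-stimulated GDP formation, scaled between DMSO and no-Arfgap1 medians.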
rCAG RNA binder – binders of r(CAG) RNA repeats, primary screen, biochemical, fluorescence; r(CAG) RNA repeat, TO-PRO-1 dye displacement fluorescence; inhibition, % at 3 µM; AID 651821, 2012; 1.3% of 370,000 active;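 active = inhibition above the plate cutoff, the mean of all test compounds on that plate plus 3 SD, cut at about 35% in these data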;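 note: 0% = DMSO alone and 100% = 100 µM mitoxantrone as full dye displacement; higher means more dye released from RNA so lower well fluorescence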
GC-A act – GC-A stimulated cGMP production enhancers – HEK293 GC-A cells, cGMP TR-FRET, EC30 ANP, primary screen. 0.14% of 370,000 active. activation, % at 10 µM. 0% at EC30 ANP, 100% saturating ANP; in the data active = activation above about 40%
Target sequence (P16066 whole entry, looked up): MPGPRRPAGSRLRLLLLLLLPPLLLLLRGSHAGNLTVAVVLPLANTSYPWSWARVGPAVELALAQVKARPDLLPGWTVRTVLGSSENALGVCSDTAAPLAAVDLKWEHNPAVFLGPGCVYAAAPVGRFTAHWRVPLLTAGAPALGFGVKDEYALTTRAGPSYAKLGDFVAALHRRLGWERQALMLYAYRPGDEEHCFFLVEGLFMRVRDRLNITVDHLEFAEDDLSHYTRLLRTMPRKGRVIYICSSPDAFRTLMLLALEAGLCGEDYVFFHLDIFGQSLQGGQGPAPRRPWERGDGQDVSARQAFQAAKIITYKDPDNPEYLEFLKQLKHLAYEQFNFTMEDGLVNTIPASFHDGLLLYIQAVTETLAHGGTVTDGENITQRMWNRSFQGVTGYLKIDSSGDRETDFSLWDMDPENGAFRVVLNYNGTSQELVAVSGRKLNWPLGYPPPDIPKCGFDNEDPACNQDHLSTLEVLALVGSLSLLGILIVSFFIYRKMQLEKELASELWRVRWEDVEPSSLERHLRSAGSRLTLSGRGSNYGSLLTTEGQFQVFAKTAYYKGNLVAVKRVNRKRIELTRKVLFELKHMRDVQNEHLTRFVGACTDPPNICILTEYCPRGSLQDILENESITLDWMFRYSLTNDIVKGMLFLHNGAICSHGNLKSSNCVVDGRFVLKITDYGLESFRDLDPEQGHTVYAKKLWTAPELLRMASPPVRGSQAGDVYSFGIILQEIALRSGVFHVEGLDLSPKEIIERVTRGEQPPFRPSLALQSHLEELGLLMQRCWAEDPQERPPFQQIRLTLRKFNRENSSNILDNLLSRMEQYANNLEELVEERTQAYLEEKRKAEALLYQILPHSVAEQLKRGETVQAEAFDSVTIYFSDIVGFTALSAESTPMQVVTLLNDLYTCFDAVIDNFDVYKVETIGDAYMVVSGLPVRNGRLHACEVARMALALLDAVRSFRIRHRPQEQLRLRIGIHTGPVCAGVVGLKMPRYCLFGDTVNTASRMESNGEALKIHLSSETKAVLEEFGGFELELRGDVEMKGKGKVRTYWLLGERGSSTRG
sPLA2-III inh – human group III sPLA2 inhibitors, primary screen, biochemical, QFRET, BODIPY PC-A2 liposome substrate. QFRET BODIPY PC-A2 liposome hydrolysis, fluorescence. 0.56% of 370,000 active. inhibition, % at 12.2 µM. AID 743126, 2013;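 active = inhibition above mean plus 3 SD of compounds lying within the high and low control bounds, cut at about 19% in these data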;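 note: 0% = median of test compound wells and 100% = no enzyme DMSO wells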
ASAP1 inh – inhibitors of human ASAP1 ArfGAP activity, primary screen, biochemical, fluorescence polarization. Arf-GAP with SH3 domain, ANK repeat and PH domain-containing protein 1 (Homo sapiens), …. inhibition, % at 16.5 µM. AID 624377, 2012. 0.19% of 360,000 active. ASAP1-stimulated ARF1 GTP hydrolysis, GDP FP detection; in the data active = inhibition above about 25%;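 note: 0% = vehicle with enzyme and substrate and 100% = no enzyme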
FXN GAA850 act – FXN promoter activators, primary screen, cell-based, luciferase luminescence, HEK293 lucGAA850 | activation, % at 6 µM | 0.56% of 360,000 active | HEK293 lucGAA850 FXN promoter luciferase reporter, 24 h; percent of 10 µM SAHA response;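 active = activation above the average of all compounds screened plus 3 SD, cutoff fixed separately per campaign, cut at about 7.5% in these data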;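 note: 0% = DMSO wells and 100% = 10 µM SAHA wells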
An asterisk follows results filed as active; · = no result given.

Each structure is followed by: KLK7 zymogen act	ADAM10 inh	DDE Tn6 FP inh	NPR2 activator	ARFGAP1 inh	rCAG RNA binder	GC-A act	sPLA2-III inh	ASAP1 inh	FXN GAA850 act
(1) O=C1NC[C@H](CCCCN2C[C@H](Cc3ccccc3)N(Cc3ccccc3)C(=O)C2=O)N(CCc2ccccc2)C1=O
 : 0.8	-13	-1	3	4	5	-4	16	-4	·
(2) Cc1cc(C(=O)COC(=O)c2ccc(O)cc2O)c(C)n1-c1ccc(OC(F)F)cc1
 : 0.2	-10	-4	2	2	15	4	-30	-6	-0.5
(3) CCOC(=O)C=Nc1c(N)n(C)c(=O)n(C)c1=O
 : 0.7	-40	4	6	5	0	-2	0	-1	-3.4
(4) CN(Cc1ccccc1)C(=O)COC(=O)CCC(=O)c1ccc(Cl)cc1
 : -1.5	-2	3	-2	-16	0	2	3	5	1.3
(5) Cc1ccc(-c2nnc(C)c(N3CC(C)OC(C)C3)n2)cc1 (stereo not drawn)
 : 0.0	-7	6	-2	-3	-5	-2	4	0	0.9
(6) Cc1ccc(N2CC(C(=O)Nc3ccccc3C(=O)NC3CCCCC3)CC2=O)cc1C (stereo not drawn)
 : -0.1	14	-9	-2	-6	-1	-2	3	5	-0.5
(7) Cc1ccc(C)c(OCCOCCN2CCOCC2)c1
 : -0.2	-8	2	5	0	-2	6	2	4	0.4
(8) CCOC(=O)N1CCN(C(=O)NC2CCCCC2)CC1
 : -0.7	1	-4	-1	-9	-1	-1	2	-4	2.2
(9) CCCC12CN3CC(C)(CN(C1)C3c1ccc3c(c1)OCO3)C2=O (stereo not drawn)
 : -0.9	-6	0	7	-10	-4	-4	4	-11	-1.6
(10) O=C(NCc1ccncc1)c1ccc(Cn2cc(C(F)(F)F)ccc2=O)cc1
 : -0.3	-5	-6	-2	6	-7	8	0	-7	1.0
(11) Cc1ccccc1NC(=O)CCNS(=O)(=O)c1ccc2[nH]c(=O)oc2c1
 : -0.3	7	-3	5	2	4	2	2	1	-0.8
(12) O=C(c1ccc(F)cc1)N(c1ccccn1)C1CCCCC1
 : 0.0	-4	1	-5	2	-6	-1	4	-6	-1.1
(13) CC(=O)c1ccc(NC(=O)CCC(=O)N2CC(C)Oc3ccc(C)cc32)cc1 (stereo not drawn)
 : 0.8	5	1	-9	1	1	-2	-8	0	-0.2
(14) O=C1NCCN(C(=O)CCc2nnc(-c3ccsc3)o2)C1c1ccc(F)cc1 (stereo not drawn)
 : 0.2	-1	-5	2	-9	-3	-3	0	-3	1.6
(15) CCc1cccc(CC)c1NC(=S)Nc1ccccc1
 : -0.1	-3	12	3	7	-2	2	6	-14	4.6
(16) Cc1ccc(-c2nc3cnccn3c2Nc2ccccc2)o1
 : 3.6	-156	2	32*	-9	9	19	-5	1	3.4
(17) CC(=O)NCC(=O)N(c1ccccc1)C1(C(=O)NC2CCCCC2)CCCCC1
 : 0.5	8	2	-12	2	-3	-14	-6	0	-1.5
(18) O=C(Nc1nccs1)c1ccc(-c2ccccc2[N+](=O)[O-])o1
 : 0.5	-4	1	-7	-9	8	4	-8	-5	3.4
(19) COC(=O)C(C)Oc1ccc(-c2nccc(-c3cccs3)n2)cc1 (stereo not drawn)
 : -2.6	-10	1	0	-16	2	-6	-7	7	1.1
(20) Cc1cccc2cc(CN(Cc3ccc(F)cc3)C(=O)N3CCOCC3)c3nnnn3c12
 : 0.4	-2	10	-2	6	3	1	9	4	-0.2
(21) COc1ccccc1Nc1cc(C(=O)NCCCN2CCOCC2)c2ccccc2n1
 : 0.5	-11	9	9	16	3	4	-1	-5	0.7
(22) COC(=O)Cc1cc(=O)[nH]c(/N=C(\N)Nc2ccccc2C)n1
 : -0.7	-2	0	2	12	-4	3	-16	-2	-1.4
(23) CCOC(=O)[C@@]12CCC3=C1N(CCC3)C(=O)[C@H](CC(=O)NCCCN1CCCC1=O)C2
 : 0.2	-3	0	1	·	-1	3	4	·	·
(24) CCCCC(=O)N(C)c1c(C)nc2ccc(C(=O)N3CCN(S(=O)(=O)CC)CC3)cn12
 : -0.6	-15	9	-1	5	-1	-3	3	1	0.6
(25) C=CCN(C#N)c1nc(OC)nc(N2CCCC2)n1
 : -0.2	10	-3	-3	-8	0	-1	-4	-19	3.1
(26) Cc1csc(C(=O)O)c1NC(=O)c1c(Cl)cccc1Cl
 : 0.0	-12	9	5	4	3	-3	13	-4	-0.6
(27) O=c1nc(C(F)(F)F)nc2ccccn12
 : 0.1	-6	-2	5	1	-1	-5	4	-9	-2.1
(28) COc1ccc([N+](=O)[O-])cc1NC(=O)C(C)OC(=O)Cc1ccc(OC)c(OC)c1 (stereo not drawn)
 : 0.1	-7	-6	2	3	1	4	1	-3	0.7
(29) Fc1ccc(NC(=S)N2CCCN(c3ccc(C(F)(F)F)cn3)CC2)c(F)c1
 : 0.0	9	-10	2	-3	0	2	10	2	-2.9
(30) C[C@H]1CN(CCc2ccccc2)C(=O)[C@@H]1CC(=O)Nc1ccccc1
 : 0.2	-4	6	3	12	0	1	6	5	0.6
(31) COc1ccc(NS(=O)(=O)c2ccc(C)c(C(=O)N(C)Cc3ccc(C)cc3)c2)cc1
 : 0.3	5	2	-7	-8	-2	-5	-18	-16	-0.2
(32) CCC(c1nnnn1Cc1ccco1)N(CCc1ccccc1)Cc1cc2cccc(C)c2[nH]c1=O (stereo not drawn)
 : 0.5	1	1	1	7	6	-7	-7	6	-0.5
(33) Cc1cc(S(=O)(=O)NCCCn2ccnc2)c(C)cc1Cl
 : -0.7	-2	-2	-1	-2	-3	1	-22	0	-0.5
(34) COC(=O)[C@H](CC(C)C)N(CCCc1cn(Cc2ccccc2)nn1)S(=O)(=O)c1ccc(F)cc1Br
 : -0.2	16	-3	6	·	1	-4	-13	·	·
(35) COc1ccc(CCn2c(=O)[nH]c3cc(C(=O)NCCN4CCOCC4)ccc3c2=O)cc1OC
 : 0.3	-16	-6	2	-6	1	4	9	0	-0.8
(36) O=c1cc(CN2CCOCC2)c2cc(Cl)ccc2o1
 : 0.5	-2	4	-2	-3	-3	4	-2	-7	2.2
(37) O=C(COC(=O)c1ccc(F)cc1)NCCc1ccc(F)cc1
 : 0.2	7	-1	1	5	-3	4	-5	10	-0.9
(38) COc1ccc(Br)cc1Cn1nnc(C(=O)Nc2ccc3c(c2)OCCO3)c1N
 : -0.8	9	1	-8	13	2	-1	-11	11	-0.4
(39) CCc1nc2ccc(C(=O)N3CCN(C(=O)c4ccco4)CC3)cn2c1N(C)CCC(C)C
 : -0.2	-23	-4	-2	7	-2	4	8	-3	0.8
(40) CCCCCCn1cc(C(=O)O)c(=O)c2ccccc21
 : 0.3	5	11	-4	-5	0	-6	5	2	0.7
(41) COc1ccccc1C(=O)NCCN1CCN(C(=O)c2ccccc2OC)CC1
 : -0.2	-7	8	4	4	-4	4	10	11	0.2
(42) O=C(CSc1nnc(COc2ccc(Cl)cc2)o1)N(c1ccccc1)C1CCS(=O)(=O)C1 (stereo not drawn)
 : 0.5	12	-8	-2	11	2	5	-25	-2	-1.3
(43) C[C@@H](CSc1ccccc1)CN1CC[C@H](NC(=O)OCc2ccccc2)CCC1=O
 : 0.9	10	5	1	3	-3	0	-8	-8	1.1
(44) Cc1ccc(NC(=O)c2ccc(C)cc2)cc1
 : -1.0	-9	-7	-8	5	3	1	8	6	-0.6
(45) CC(=O)N1C(C)(C)CC(=NOS(=O)(=O)c2ccccc2)CC1(C)C
 : 0.5	2	2	0	7	-1	3	4	-1	-0.8
(46) CCC(C)N(C(=O)c1csnn1)C(C(=O)NC1CCCC1)c1c(F)cccc1Cl (stereo not drawn)
 : 0.5	5	5	-3	10	5	-3	2	-7	4.9
(47) O=C(O)CN1C(=O)c2ccc(C(=O)c3ccccc3)cc2C1=O
 : -0.1	-6	0	3	0	1	2	-2	0	0.6
(48) CCCN(CC(=O)Nc1ccccc1OC)C(=O)c1cc2ccccc2o1
 : -0.3	-3	6	2	-2	2	-3	-4	-5	2.0
(49) CCN(CC)CCn1c2c(c(SCC(=O)Nc3cccc4ccccc34)nc1=O)CCC2
 : -0.2	-7	0	-1	2	-3	-3	-1	6	1.0
(50) COc1ccc(OC)c(NC(=O)COC(=O)CCCN2C(=O)c3ccccc3C2=O)c1
 : -0.7	-3	-3	-6	10	-6	-5	13	-10	-0.6
(51) Cc1cc(C)c(C(=O)Cn2nc(C)c([N+](=O)[O-])c2C)cc1C
 : 0.2	-2	0	3	5	-2	-3	-7	-9	-0.8
(52) Clc1ccc2nc(-c3ccccc3)cn2c1
 : 0.1	-36	-1	-1	4	6	8	11	5	0.9
(53) COc1ccc(-c2csc(NC(=O)CN3C(=O)C4CCCCC4C3=O)n2)c(OC)c1 (stereo not drawn)
 : -0.1	0	-6	2	6	4	2	-22	14	1.7
(54) CC(C)(CCl)C(=O)Nc1ccc(C(F)(F)F)cc1
 : -0.3	3	0	-1	-2	1	3	1	1	1.9
(55) Cc1cc(OCc2n[nH]c(=S)n2-c2ccccc2)ccc1Cl
 : -0.6	11	1	-2	8	13	0	3	-4	0.3
(56) CN1CCN(S(=O)(=O)c2cccc(C(=O)Nc3sccc3C(N)=O)c2)CC1
 : -0.2	-3	-2	-6	-1	16	-4	-4	4	1.6
(57) Fc1ccccc1NC(=S)Nc1ccc(Br)cc1
 : 0.3	4	-3	2	8	2	6	14	-4	4.4
(58) CC(NC(=O)COC(=O)c1ccccc1O)C1CC2CCC1C2 (stereo not drawn)
 : 3.6	-10	5	3	-10	0	0	0	-14	1.0
(59) O=S(=O)(c1ccc(SCc2ccccc2F)nc1)N1CCCC1
 : -0.2	2	7	2	-6	2	-1	-16	-1	2.7
(60) Cc1cc(N2CCNC[C@@H]2C)ccc1N1CCS(=O)(=O)CC1
 : 0.3	-7	7	2	-15	2	8	3	-15	·
(61) O=C(N/N=C/c1ccccc1O)C1CC(=O)N(c2ccc(Cl)cc2)C1 (stereo not drawn)
 : -40	-37	10	-6	-5	0	2	-4	1	-2.6
(62) Nc1ccn(CC(=O)N[C@H](CO)Cc2c[nH]c3ccccc23)c(=O)n1
 : 0.0	2	-2	0	7	2	0	5	14	-0.1
(63) NC(=O)C1(N2CCCC2)CCN(Cc2ccccc2)CC1
 : 0.3	-21	5	5	4	2	3	10	0	-1.7

2 of the compounds above, screen by screen.
40: CCCCCCn1cc(C(=O)O)c(=O)c2ccccc21
49: CCN(CC)CCn1c2c(c(SCC(=O)Nc3cccc4ccccc34)nc1=O)CCC2

Screen / compound no.,40,49
KLK7 zymogen act,0.3,-0.2
ADAM10 inh,5,-7
DDE Tn6 FP inh,11,0
NPR2 activator,-4,-1
ARFGAP1 inh,-5,2
rCAG RNA binder,0,-3
GC-A act,-6,-3
sPLA2-III inh,5,-1
ASAP1 inh,2,6
FXN GAA850 act,0.7,1.0
